mABHD4 FP: inhibits mouse alpha/beta hydrolase domain 4. Q8VD66. purified mABHD4, FP-Rh probe fluorescence polarization. inhibition, % at 8.92 µM. 370,000 compounds, 0.54% hits. AID 720543;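 active means inhibition exceeding the mean over every tested compound plus 3 SD, cut at about 30% in these data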;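 further: 0% = plate median of compound wells and 100% = S159A mutant with DMSO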
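Assay system: wild-type mouse ABHD4 protein; compound: single nominal dose of 8.92 µM, 0.89% DMSO final; schedule: 45 min + 60 min at 25 °C; measured by: FP readout, ex 525 nm / em 598 nm; evaluation: % inhibition of FP-Rh probe binding versus controls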
ASAP1 GAP inh: ASAP1 ArfGAP inhibition; Q9ULH1; 360,000 compounds, 0.19% hits; AID 624377; ASAP1-stimulated ARF1 GTP hydrolysis, GDP FP detection; inhibition, % at 16.5 µM; in the data active means inhibition above about 25%;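 further: 0% = vehicle with enzyme and substrate and 100% = no enzyme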
Target sequence (Q9ULH1 325-724 limits assumed): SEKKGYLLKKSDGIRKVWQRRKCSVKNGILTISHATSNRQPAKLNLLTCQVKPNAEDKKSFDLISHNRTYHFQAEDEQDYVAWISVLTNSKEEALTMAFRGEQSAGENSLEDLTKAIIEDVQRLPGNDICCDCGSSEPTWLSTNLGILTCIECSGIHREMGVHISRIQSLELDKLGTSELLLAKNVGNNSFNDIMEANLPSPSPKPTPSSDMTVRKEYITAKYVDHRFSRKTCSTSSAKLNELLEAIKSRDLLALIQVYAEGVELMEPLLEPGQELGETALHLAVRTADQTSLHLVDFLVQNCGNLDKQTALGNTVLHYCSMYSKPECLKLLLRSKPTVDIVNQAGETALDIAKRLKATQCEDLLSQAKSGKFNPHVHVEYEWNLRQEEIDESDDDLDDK
rCAG RNA binder: r(CAG) repeat RNA binding; TO-PRO-1 dye displacement fluorescence; inhibition, % at 3 µM; 370,000 compounds, 1.3% hits;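 active means inhibition above the plate cutoff, the mean of all test compounds on that plate plus 3 SD, cut at about 35% in these data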;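 further: 0% = DMSO alone and 100% = 100 µM mitoxantrone as full dye displacement; higher means more dye released from RNA so lower well fluorescence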
NPR1 activator: GC-A (human) enzyme activation; activation, % at 10 µM; HEK293 GC-A cells, cGMP TR-FRET, EC30 ANP; 0% at EC30 ANP, 100% saturating ANP; AID 1671463; P16066; 370,000 compounds, 0.14% hits; in the data active means activation above about 40%
SMARCA2 act: SMARCA2 function activation, primary screen; AID 652017; activation, % at 9.1 µM; 370,000 compounds, 1% hits; MG213 cells, MMTV-luciferase reporter, dexamethasone, overnight; in the data active means activation above about 7.8%;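 further: 0% = vehicle wells and 100% = reference activator wells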
ARFGAP1 inh: inhibits rat ARF GTPase activating protein 1 | Q62848 | Arfgap1-stimulated ARF1 GTP hydrolysis, GDP FP detection | inhibition, % at 16.5 µM | 360,000 compounds, 0.26% hits;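 active means inhibition above a per-plate limit, mean inhibition of low control wells plus 3 SD, cut at about 25% in these data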;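 further: 0% = DMSO wells with enzyme and 100% = wells lacking Arfgap1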
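Assay system: purified rat His6-Arfgap1 residues 1-136 (GAP domain); Reagent: human Δ17 ARF1 bound to GTP; Dosing: 16.5 µM single point, 1.26% DMSO; Times: GTP hydrolysis reaction 2 h at 25 °C; Signal: FP, GDP Alexa 633 tracer displaced from anti-GDP antibody, 620/688 nm; Measure: % inhibition from polarization.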
HTRA1 inhibitor: inhibitors of human serine peptidase HTRA1 | Q92743 | recombinant HTRA1, FP-rhodamine activity-based probe, fluorescence polarization | inhibition, % at 5.96 µM | 340,000 compounds, 0.5% hits | AID 504803; in the data active means inhibition above about 36%;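 further: 0% = enzyme with DMSO and 100% = wells lacking enzyme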
PG9 binder: binds the HIV-1 gp120 antibody PG9; TR-FRET gp120-PG9 antibody binding; AID 624416; inhibition, % at 6.7 µM; 360,000 compounds, 0.43% hits; in the data active means inhibition above about 8.5%
GC-B act: GC-B (human) receptor activation | P20594 | activation, % at 10 µM | AID 1920062 | HEK293-GC-B cells, CNP EC30, cGMP TR-FRET; 0% at EC30 CNP, 100% saturating CNP | 370,000 compounds, 0.11% hits;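 active means activation at 10 µM reaching about 35% in either raw or pattern-adjusted values, limit read from the data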
NR1D1 modulator: modulates human Rev-erb alpha binding to DNA; Rev-erbα–FITC-DNA binding, fluorescence polarization, 90 min; activity, % at 10 µM; 370,000 compounds, 0.79% hits; AID 1259318;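 active means activity above about 14%, limit read from the data; passing the limit was not always enough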;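 further: 0% = DMSO wells with 35 nM protein and 100% = DMSO wells with 750 nM protein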
Target sequence (P20393 whole entry, looked up): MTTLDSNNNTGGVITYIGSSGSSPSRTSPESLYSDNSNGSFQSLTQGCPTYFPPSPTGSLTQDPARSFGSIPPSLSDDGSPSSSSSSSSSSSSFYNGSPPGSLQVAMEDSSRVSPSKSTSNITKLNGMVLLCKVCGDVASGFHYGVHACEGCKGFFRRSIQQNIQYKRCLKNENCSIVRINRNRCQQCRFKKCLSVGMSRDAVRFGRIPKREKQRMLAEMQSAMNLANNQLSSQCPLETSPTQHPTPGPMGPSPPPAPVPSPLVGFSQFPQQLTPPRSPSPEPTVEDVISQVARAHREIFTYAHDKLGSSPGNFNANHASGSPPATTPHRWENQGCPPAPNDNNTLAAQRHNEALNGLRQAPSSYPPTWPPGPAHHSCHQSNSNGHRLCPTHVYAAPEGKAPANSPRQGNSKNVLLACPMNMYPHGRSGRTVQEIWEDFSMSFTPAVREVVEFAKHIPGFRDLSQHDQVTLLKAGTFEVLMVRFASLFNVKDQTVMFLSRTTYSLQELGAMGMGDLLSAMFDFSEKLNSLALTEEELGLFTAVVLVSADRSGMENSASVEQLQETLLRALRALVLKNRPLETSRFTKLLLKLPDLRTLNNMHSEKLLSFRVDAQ
Active calls of the source: *; · = not tested or not shown.

SMILES | mABHD4 FP | ASAP1 GAP inh | rCAG RNA binder | NPR1 activator | SMARCA2 act | ARFGAP1 inh | HTRA1 inhibitor | PG9 binder | GC-B act | NR1D1 modulator
CC(C)C[C@H]1COc2cccc(F)c2S(=O)(=O)N1Cc1cn(Cc2ccc(F)cc2)nn1 | -12.6 | · | -2.0 | -1.4 | 1.3 | · | · | · | -0.3 | 7.2
Cc1ccc2c(=O)n3c(nc2c1)C(Cc1ccccc1)NC(=O)c1cc(Cl)ccc1-3 (stereo unspecified) | -15.7 | 6.5 | 10.2 | -7.2 | -1.8 | -2.7 | · | -0.7 | -1.8 | 0.4
Cc1sc2nc(SCc3nc(-c4cccs4)no3)n(-c3ccccc3)c(=O)c2c1C | -0.1 | -6.1 | 1.6 | -0.9 | -3.2 | 14.0 | -1.0 | -1.2 | 4.3 | -6.1
CCCNC(=O)C1(C)CCN(C(=O)c2sccc2C)C1 (stereo unspecified) | 0.3 | -13.1 | 4.3 | -2.2 | -3.0 | 1.5 | · | 0.3 | 1.5 | 2.5
O=S(=O)(Cc1ccccc1)C1CCCCC1O (stereo unspecified) | 1.9 | 0.9 | -2.9 | 0.0 | 0.9 | -1.3 | 2.0 | -1.8 | 6.3 | 0.5
O=C(CSc1nnc(NC(=O)c2ccccc2Cl)s1)NC1CC1 | -4.9 | -18.9 | 3.5 | 0.4 | 0.5 | -5.5 | -0.9 | -0.8 | 0.1 | 0.2
CCN(CC)S(=O)(=O)c1cccc(C(=O)N[C@H](C(=O)NNC(=O)c2ccccc2)C(C)C)c1 | 1.4 | 6.3 | 4.7 | 2.1 | 2.3 | 1.4 | 12.0 | -1.3 | -0.8 | -3.9
NC(=O)CSc1nc2cc(Cl)ccc2c(=O)n1C1CCCCC1 | -12.2 | -3.3 | -1.9 | 7.8 | -0.9 | 8.6 | -13.4 | -2.2 | 5.1 | 3.8
COc1ccc(CCCC(=O)NCC(=O)N/N=C/c2cc(Cl)ccc2OC)cc1 | -6.8 | 0.5 | -3.6 | -0.8 | -1.6 | 2.3 | -14.5 | -1.2 | -3.0 | -1.5
Cc1[nH]ncc1-c1ccccc1Cl | 0.7 | -15.9 | -3.6 | -0.2 | -1.8 | -6.1 | 5.2 | -1.7 | 2.3 | 2.8
Cc1ccc(CNC(=O)C2CCCN2C(=O)Nc2ccc(F)cc2)cc1 (stereo unspecified) | -1.0 | 0.0 | -1.4 | 4.5 | -1.9 | -8.9 | 6.8 | 0.8 | -0.5 | 0.0
O=[N+]([O-])c1ccc(Sc2nnnn2-c2ccccc2)c(Cl)c1 | 2.7 | 11.0 | -0.9 | -1.8 | 3.7 | -6.5 | -8.7 | 0.7 | 3.8 | 2.9
O=C(CN1CCCCCCC1)Nc1ccc(Cl)cc1Cl | -13.0 | 7.8 | -0.4 | -2.5 | 1.0 | -0.9 | -15.1 | 0.3 | 3.4 | 3.5
OC(CNCc1ccc(F)cc1)(c1ccccc1)c1ccc(F)cc1 (stereo unspecified) | 2.6 | -1.2 | -0.2 | -36.4 | -2.9 | 8.3 | -12.3 | -0.6 | -22.1 | 0.1
CCC(C)C(=O)OC1CCC=C2C=CC(C)C(CCC3CC(O)CC(=O)O3)C21 (stereo unspecified) | -7.8 | 4.4 | 6.6 | -17.6 | 1.8 | 12.8 | 0.6 | 0.7 | -5.6 | -3.1
CC(=O)c1cccc(NC(=S)NC(=O)c2cccc(Cl)c2)c1 | -3.9 | 11.3 | -0.7 | -2.1 | -0.6 | 15.0 | -5.7 | 1.8 | -3.9 | -2.0
Cc1ccc(NC(=O)C2COc3ccccc3O2)cc1 (stereo unspecified) | -1.0 | 8.8 | -4.5 | -1.7 | 3.7 | -0.3 | -0.3 | -0.6 | 0.9 | 1.7
C[C@@H]1ON(C)[C@H]2C[C@H]3c4[nH]c5c(-c6ccccc6F)cccc5c4CCN3C[C@@H]12 | 9.2 | · | 2.7 | 0.0 | -6.4 | · | · | · | -8.4 | -1.4
COc1ccc(NC(=S)N2CCOCC2)c(OC)c1 | 0.3 | 1.8 | 0.9 | -0.2 | 3.6 | 10.4 | -1.7 | -0.7 | 0.5 | -7.6
Cc1ccc(C(=O)n2nnc3ccccc32)cc1[N+](=O)[O-] | -1.1 | 0.3 | -1.1 | 3.5 | -0.7 | 1.0 | 3.5 | -1.8 | 2.5 | -3.2
CCCNC(=O)c1ccc(-c2nn(C)c(=O)c3ccccc23)cc1 | -1.5 | -7.3 | -7.4 | 0.7 | -1.8 | -2.1 | -2.6 | -3.5 | -1.9 | -3.4
CCCCc1c(O)nc2sccn2c1=O | -0.4 | 9.6 | 2.4 | -3.0 | 6.2 | 7.6 | 0.6 | 1.0 | 4.6 | -0.4
COc1cccc(-n2cnc3sc(-c4ccccc4)cc3c2=O)c1 | 2.6 | -5.3 | 0.1 | -1.4 | -0.3 | 9.4 | -5.2 | -1.0 | 2.3 | 5.8
O=C(C(=O)N1CCC(CNC(=O)C2COc3ccccc3O2)CC1)c1cccs1 (stereo unspecified) | 4.1 | 1.0 | 1.4 | 1.3 | -3.5 | 0.5 | · | 1.3 | -5.5 | 2.7
COc1cc(NC(c2ccccc2)c2ccccc2)cc(OC)c1OC | 0.8 | -11.8 | 0.2 | -9.8 | -6.1 | -6.2 | 2.0 | -1.3 | -10.1 | -8.3

Overlap with the part before: two compounds; new compounds follow.
SMILES | mABHD4 FP | ASAP1 GAP inh | rCAG RNA binder | NPR1 activator | SMARCA2 act | ARFGAP1 inh | HTRA1 inhibitor | PG9 binder | GC-B act | NR1D1 modulator
O=C(C(=O)N1CCC(CNC(=O)C2COc3ccccc3O2)CC1)c1cccs1 (stereo unspecified) | 4.1 | 1.0 | 1.4 | 1.3 | -3.5 | 0.5 | · | 1.3 | -5.5 | 2.7
COc1cc(NC(c2ccccc2)c2ccccc2)cc(OC)c1OC | 0.8 | -11.8 | 0.2 | -9.8 | -6.1 | -6.2 | 2.0 | -1.3 | -10.1 | -8.3
CCN1CCCC1CN(Cc1cc2cc(C)ccc2[nH]c1=O)C(=O)Nc1ccccc1OC (stereo unspecified) | 5.9 | -12.9 | 9.0 | 1.5 | 1.9 | -1.0 | -17.6 | 0.4 | -4.6 | -1.9
CCCc1cc(=O)[nH]c(SCC(=O)N(Cc2ccccc2)C(C)C)n1 | 3.4 | -0.7 | 1.4 | -4.4 | 0.4 | -2.3 | -1.5 | -1.0 | -4.2 | 2.8
COc1ccccc1CN(C)C(=O)c1sccc1-c1ccccc1 | -0.2 | -6.6 | -4.3 | -8.3 | -3.0 | -9.4 | -3.5 | -0.7 | -7.5 | 1.9
O=C(NCc1ccc2c(c1)OCO2)Nc1ccc2ccccc2c1 | 2.8 | 0.3 | -0.1 | 0.9 | 1.8 | 6.5 | · | -0.7 | 0.8 | -2.0
COc1ccccc1NC(=O)C1CC(=O)N(c2ccc(F)cc2)C1 (stereo unspecified) | 3.8 | -3.5 | -3.5 | 1.3 | -3.9 | 8.0 | -5.7 | 0.3 | 1.0 | -1.3
COC(=O)c1c(NC(=O)COc2ccc(Cl)cc2Cl)sc2c1CC(C)(C)NC2(C)C | 6.4 | 7.9 | -0.2 | 6.0 | 1.7 | 4.5 | -17.8 | -2.0 | -2.3 | 11.7
COc1cc(C(=O)OCC(=O)Nc2cc(S(=O)(=O)N3CCOCC3)ccc2C)ccc1OCC(C)C | -3.5 | -11.6 | 4.5 | -0.2 | -0.7 | 0.3 | -11.6 | -2.5 | -3.2 | 0.7
Oc1ccc(Cc2ccccc2Cl)c(O)c1 | -2.8 | 8.7 | 3.1 | 7.4 | -2.1 | 5.1 | -6.9 | -1.0 | -2.5 | 10.5
COc1ccc(-c2nc3ccccc3nc2-c2ccccc2)cc1OC | -9.7 | -7.0 | -5.0 | -28.6 | -2.5 | 16.9 | -10.9 | -0.5 | -17.1 | 1.9
CC(C)C[C@H]1COc2cccc(N3CCSCC3)c2S(=O)(=O)N1 | 5.7 | -1.0 | 0.4 | 1.9 | -3.7 | 0.0 | · | -0.3 | 1.8 | 2.2
Cn1cc(Cl)c(-c2n[nH]c(=S)n2C2CCCCC2)n1 | 0.9 | -2.7 | -2.1 | -6.8 | 2.5 | 4.4 | -0.6 | -0.1 | 1.4 | 3.5
CN1/C(=C/c2cccc[n+]2C)Sc2ccccc21 | 2.6 | 1.0 | -4.1 | -5.2 | -0.4 | -10.8 | 12.3 | -3.6 | -11.7 | 4.8
COc1cc(Nc2ncnc(N)n2)cc(OC)c1OC | 5.4 | 6.9 | -1.2 | 2.2 | -3.9 | 7.6 | -1.4 | 0.1 | 4.0 | 0.7
Cc1ccccc1-c1nc(CN2CCC(C(=O)NCCCN3CCCC3)CC2)c(C)o1 | 1.4 | -1.0 | -5.5 | 1.2 | 3.0 | -0.9 | 1.4 | -0.9 | 6.7 | -0.3
CCc1nnc(NC(=O)c2ccc(N3C(=O)CCC3=O)cc2)s1 | -2.2 | -9.0 | 2.1 | -0.5 | 3.5 | -4.2 | 4.2 | -0.8 | 1.3 | -4.0
O=C1N2CCSC2=NC1(Nc1nccs1)C(F)(F)F (stereo unspecified) | 2.4 | -1.1 | 0.9 | 4.7 | 0.1 | -2.3 | -1.1 | -1.6 | 3.9 | 0.2
O=C(c1ccccc1Cl)N1CCN(Cc2ccc3c(c2)OCO3)CC1 | -0.3 | -1.7 | -7.5 | 0.3 | -1.2 | 2.4 | 3.5 | 0.9 | 5.4 | 5.7
O=C(c1ccc(NC(=O)C(c2ccccc2)c2ccccc2)cc1)c1ccc(C(=O)O)c(C(=O)O)c1 | 7.5 | -18.8 | 41.8* | -1.6 | -0.5 | -14.4 | -7.8 | -0.4 | -0.6 | 1.1
O=C(NCC(c1ccc(F)cc1)N1CCOCC1)c1cc(F)c(F)c(F)c1F (stereo unspecified) | -0.9 | 10.4 | -8.0 | 0.7 | -0.2 | -8.4 | 2.4 | -1.7 | 5.5 | -0.1
COCCn1c(C)cc(C(=O)CSc2nnc(-c3cccnc3)n2-c2ccccc2F)c1C | -0.1 | -2.1 | 2.8 | 1.6 | -2.5 | 11.4 | 1.1 | -0.2 | 0.2 | -3.9
N#Cc1ccc(S(=O)(=O)N2CCCc3nc(-c4ccc(Br)cc4)ccc32)cc1 | 2.4 | -13.5 | 3.8 | -3.2 | 5.7 | -4.0 | · | -1.0 | 0.1 | 9.7
COc1ccccc1Cn1c(C)c(C(=O)NCc2ccco2)sc1=O | 5.8 | 2.7 | 4.5 | -2.3 | -1.3 | -3.9 | · | -2.9 | -6.8 | 0.8
CCOc1ccc(Br)cc1CNCCN1CCOCC1 | 1.5 | -12.0 | 0.6 | -2.8 | -3.8 | -1.8 | 3.1 | 1.7 | -12.0 | 2.4
CCOC(=O)c1c(NC(C)=O)sc2c(O)cccc12 | -5.4 | 3.1 | 12.2 | 0.6 | 0.8 | 10.9 | -0.3 | 0.5 | -10.2 | 0.9
O=C(Nn1cnc2ccccc2c1=O)c1c(F)cccc1F | 0.1 | 2.2 | 0.0 | 3.8 | -3.3 | 7.5 | 7.5 | -0.6 | -0.1 | 0.2
CC(=O)Nc1nc(CC(C)C)cc(-c2ccco2)c1C#N | 1.6 | -0.3 | -4.0 | 5.8 | -3.3 | 5.6 | 4.9 | 0.3 | 5.0 | 1.0
O=C(N/N=C\c1ccc(O)c([N+](=O)[O-])c1)c1ccccc1-n1cccc1 | 6.0 | 10.7 | 3.6 | -0.5 | -2.8 | -7.0 | -1.4 | -3.4 | -1.7 | 0.1

From PubChem
